ER stress death = ER stress cell death inhibition; CSM14.1 thapsigargin ER stress survival, ATP luminescence; relative survival (cellular ATP), % at 15 µg/mL (by protocol); 48,000 compounds, 0.33% hits; AID 1010;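 active = survival measured by cellular ATP above 50% at 15 µg/ml in the first screen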;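 also: cell death triggered by about 15 µM thapsigargin; ATP read 24 h after thapsigargin was added; plate controls were thapsigargin with DMSO for no effect and DMSO without thapsigargin for full effect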
The depositor's hits bear a star. This is a subset; rates above refer to the full screens.

O=C1C/C(=C/NCCc2ccc(O)cc2)C(=O)N1 was read as ER stress death -1.8.
Screening O=C(Nc1ccc(F)c(Cl)c1)c1cc([N+](=O)[O-])ccc1Cl returned ER stress death 18.9.
CCc1ccc(NC2=C(Cl)C(=O)N(c3ccccc3C)C2=O)cc1 was read as ER stress death 12.8.
For CCNC(=O)C(=O)Nc1ccccc1OC the results were ER stress death 0.1.
Screening CC1=C(C(=O)Nc2cccc(C)c2)C(c2ccc3c4c(cccc24)CC3)NC(=S)N1 (stereo unspecified) returned ER stress death -1.9.
Screening COc1cccc(CN2CCN(C(=O)c3cccs3)CC2)c1OC returned ER stress death 1.0.
`O=C(N/N=C/c1ccccc1OCc1ccccc1)c1ccccc1O` gave ER stress death -18.8.
For Cc1occc1-c1nc(-c2ccccc2)no1 the results were ER stress death 1.5.
For O=C(O)/C=C/c1cccc(NC(=O)CCc2ccccc2)c1 the results were ER stress death -5.5.
`O=C(c1ccc(CN2CCOCC2)cc1)N1CCCC1` gave ER stress death 6.9.
CCCOc1ncnc2sc3c(c12)CCCC3 was read as ER stress death 5.1.
`CCOC(=O)C1=C(C)N(C)C(=O)NC1c1ccc2c(c1)OCO2` (stereo unspecified) gave ER stress death 14.1.
`COC(=O)C1=CN(CCc2ccccc2)C=C(C(=O)OC)C1c1ccc(Cl)cc1` gave ER stress death 4.8.
For COc1ccc(C(NS(=O)(=O)c2ccc3ccccc3c2)c2ccccc2)cc1 (stereo unspecified) the results were ER stress death 0.7.
`O=C1NC(=S)N(c2ccc(Cl)cc2)C(=O)/C1=C/C=C/c1ccccc1` gave ER stress death 44.4.
CCOc1ccc(NC(=O)c2cnn(-c3ccccc3)c2NC(=O)c2ccc(C)cc2)cc1 was read as ER stress death 4.6.
For Cc1ccc(C(=O)NCc2ccco2)cc1 the results were ER stress death -2.4.
Screening CCOC(=O)Cn1c(-c2nonc2N)nc2ccccc21 returned ER stress death 11.0.
Screening NC(=O)c1cccc(NC(=O)/C=C/C(=O)O)c1 returned ER stress death 8.0.
Screening CCOc1ccc(C2=C/C(=C/c3ccc(C)o3)C(=O)O2)cc1 returned ER stress death 0.2.
For COc1ccc2c(c1OC)C(=O)OC2Nc1ccccc1[N+](=O)[O-] (stereo unspecified) the results were ER stress death 2.0.
For CC(Sc1nnc(N)s1)c1ccccc1 (stereo unspecified) the results were ER stress death 4.5.
Screening O=C(c1ccccc1)N(Cc1ccccc1)CC(O)(c1ccccc1)c1ccccc1 returned ER stress death 1.1.
Screening Cc1ccc(S(=O)(=O)Nc2ccc(Oc3ccccc3)cc2)cc1[N+](=O)[O-] returned ER stress death 1.6.
For O=C(Nc1ccc(N2CCCCC2)c(Cl)c1)c1ccc([N+](=O)[O-])cc1Cl the results were ER stress death 2.9.
Screening CC(C)COc1ccc(C(=O)NCCc2c[nH]c3ccccc23)cc1 returned ER stress death 9.7.
For COc1ccc(CCN2C(=O)/C(=C/C=C/c3ccccc3)SC2=S)cc1OC the results were ER stress death 3.9.
For COc1ccc2c(c1)-c1c(ssc1=Nc1ccc(S(=O)(=O)Nc3nccs3)cc1)C(C)(C)N2 the results were ER stress death -0.2.
Screening COc1ccc(Cl)cc1/C=C1/C(=O)NN(c2cccc(Br)c2)C1=O returned ER stress death 7.3.
O=C1/C(=C/c2cccc3ccccc23)SC(=S)N1Cc1ccco1 was read as ER stress death 11.2.
`O=C(/C=C/c1ccc(Cl)cc1)Nc1ccc(Cl)cn1` gave ER stress death 2.4.
Screening O=C1CC(c2ccccc2)CC2=C1C(c1cccc(Cl)c1Cl)Nc1ccccc1N2 (stereo unspecified) returned ER stress death -1.0.
`Cc1ccc(C(=O)Nc2ccccc2C(=O)OCCN2CCCC2=O)cc1` gave ER stress death 2.3.
Cc1cc(Cl)ccc1OCCCC(=O)NC1CCCCC1 was read as ER stress death 6.9.
Cc1c(C(=O)O/N=C(\N)c2ccc(Cl)cc2)cccc1[N+](=O)[O-] was read as ER stress death -1.6.
`O=C(CCNc1cccc(F)c1)c1cccc([N+](=O)[O-])c1` gave ER stress death 12.1.
`O=[N+]([O-])c1ccc(Oc2ccc(S(=O)(=O)N3CCCC3)cc2)cc1` gave ER stress death 5.3.
For Cc1ccc(N=C(NO)c2ccc(Cl)cc2Cl)cc1 the results were ER stress death -2.2.
Screening COc1ccccc1NC(=O)C(C)Oc1ccc(Cl)cc1C (stereo unspecified) returned ER stress death 6.9.
Screening COc1ccc(-c2nn(-c3ccccc3)cc2/C=N/NS(=O)(=O)c2ccccc2)cc1 returned ER stress death -0.6.
`O=C(Oc1ccc(Br)cc1C(=S)N1CCOCC1)c1ccc([N+](=O)[O-])cc1` gave ER stress death 11.6.
COc1cccc(/C=C2/SC(NC(C)=O)=NC2=O)c1OC was read as ER stress death -5.3.
Cc1cc(C(=O)Nc2ccccn2)ccc1[N+](=O)[O-] was read as ER stress death 0.4.
For O=[N+]([O-])c1ccc(N2CCOCC2)cc1NCCOc1ccc(Cl)cc1 the results were ER stress death 12.4.
Screening COc1ccc(/C(O)=C2/C(=O)C(=O)N(CCCCCC(=O)O)C2c2cccc([N+](=O)[O-])c2)cc1 (stereo unspecified) returned ER stress death -1.6.
`CCOC(=O)C(=CNc1ccc(OC)c(Cl)c1)C(=O)OCC` gave ER stress death -4.2.
`Cc1ccc(S(=O)(=O)n2cnc3cc([N+](=O)[O-])ccc32)cc1C` gave ER stress death 2.5.
For OC(Cc1ccccc1)(c1ccc(F)cc1)C(CN1CCOCC1)c1ccccc1 (stereo unspecified) the results were ER stress death -1.6.
Screening CCCC(C(=O)O)N1C(=O)/C(=C\c2ccc(-c3ccc([N+](=O)[O-])cc3)o2)SC1=S (stereo unspecified) returned ER stress death 5.2.
COc1cc(/C=C2\SC(=Nc3ccc(F)cc3)NC2=O)cc(OC)c1OC was read as ER stress death 1.8.
CC1C(c2ccc(Cl)cc2)NC(c2ccc(Cl)cc2)C(C)C1(O)c1ccc(F)cc1 (stereo unspecified) was read as ER stress death 2.8.
Screening CCc1ccc(OCCSc2nc3ccccc3[nH]2)cc1 returned ER stress death 0.6.
For COc1ccc(/C=C(/C#N)C(=O)Nc2cccc(Br)c2)c(OC)c1 the results were ER stress death 5.0.
Screening CCOc1ccc(/C=C2/SC(NC(C)=O)=NC2=O)cc1OCC returned ER stress death 0.0.
Screening Cc1ccc(-c2nc(-c3ccccc3Cl)no2)cc1 returned ER stress death 7.5.
Screening CCOc1ccc(NC(=O)CN(c2ccc(OC)c(Cl)c2)S(C)(=O)=O)cc1 returned ER stress death 4.4.
For CCOC(=O)c1ccc(N2C(=O)CC(=O)NC2=O)cc1 the results were ER stress death 3.7.
CC(C)CC(=O)NS(=O)(=O)c1ccc(NS(C)(=O)=O)cc1 was read as ER stress death 1.5.
Screening O=C(O)c1ccc(-c2ccc(C=C3C(=O)c4ccccc4C3=O)o2)cc1Cl returned ER stress death 5.1.
Screening O=C1c2ccccc2C(=O)N1Oc1ccc(C(F)(F)F)cc1[N+](=O)[O-] returned ER stress death 1.4.
O=c1oc2c(-c3cc(Cl)ccc3Cl)cc(O)cc2s1 was read as ER stress death -1.3.
For Cc1nnc(C)n1/N=C/c1cccc([N+](=O)[O-])c1 the results were ER stress death 2.7.
`O=C1/C(=C\c2ccc(-c3ccccc3Cl)o2)SC(=S)N1Cc1ccccc1` gave ER stress death 3.4.
O=Cc1ccccc1OC(=O)c1cc2ccccc2oc1=O was read as ER stress death 6.1.
`O=C(O)c1ccccc1N(Cc1ccccc1)S(=O)(=O)c1ccccc1` gave ER stress death 4.7.
Screening O=C(Nc1nnc(-c2ccccc2)s1)c1cccc(Cl)c1 returned ER stress death 11.4.
COc1cccc(NC(=O)COc2cccc(C)c2C)c1 was read as ER stress death 6.7.
Screening O=C(NC1Sc2ccccc2N=C1c1ccccc1)c1ccco1 (stereo unspecified) returned ER stress death -1.4.
`COc1ccccc1NC(=O)C1=C(C)NC(=S)NC1c1ccccc1OC` (stereo unspecified) gave ER stress death 0.2.
O=C(Cn1cc(/C=C2/C(=O)NC(=S)N(c3ccccc3F)C2=O)c2ccccc21)Nc1ccccc1 was read as ER stress death 5.2.
Cc1cc(-c2ccc(C)o2)c(C#N)c(SCC(=O)c2ccccc2)n1 was read as ER stress death 1.9.
`O=C(N/N=C/c1ccc(OC(=O)c2ccccc2Br)cc1)c1ccccn1` gave ER stress death 19.9.
CCn1c(SCC(=O)N/N=C/c2cccn2C)nnc1-c1ccc(OC)cc1 was read as ER stress death 3.0.
CN1CCN(Cn2c(O)c(N=NC(=O)CSc3nc4ccccc4s3)c3ccccc32)CC1 was read as ER stress death -3.7.
`C=CCOc1ccc(/C=C2/C(=O)NC(=O)N(c3cccc(C)c3)C2=O)cc1OCC` gave ER stress death -0.8.
For CSCCC(N=C1NC(C)(C)Cc2c1ccc1ccccc21)C(=O)O (stereo unspecified) the results were ER stress death 5.3.
Screening O=C(CC1S/C(=N\N=C\c2cccs2)NC1=O)Nc1ccccc1F (stereo unspecified) returned ER stress death 1.5.
For C=CCc1cccc(/C=N/NC(=O)c2cc(C)[nH]n2)c1O the results were ER stress death -5.8.
`Cc1nn(C(=O)Cc2ccccc2)c(C)c1Br` gave ER stress death -1.8.
Screening Cc1ccc(NC(=O)CCCCC(=O)Nc2ccc(C)c(F)c2)cc1F returned ER stress death 7.7.
For CCOc1cccc(C(=O)Nc2ccc(N(CC)CC)cc2)c1 the results were ER stress death 1.0.
Screening COc1ccc(/C=C2/SC(=S)N(CC(=O)O)C2=O)cc1Br returned ER stress death -1.9.
`COc1ccc(C)cc1C(=O)CCC(=O)O` gave ER stress death 3.8.
Screening Cc1cc(C)c(OCCCCN2CCCCC2)c(Cl)c1 returned ER stress death -4.7.
Cc1cccc(C)c1OCC(=O)Nc1sc2c(c1C#N)CCCC2 was read as ER stress death 8.2.
O=C(/C=C\c1ccc(-c2ccc(Br)cc2)o1)N1CCOCC1 was read as ER stress death 8.6.
`COc1ccc(Nc2ncnc3ccc(Br)cc23)cc1` gave ER stress death 2.2.
Screening COc1ccccc1C(=O)Nc1nc(C)c(C(C)=O)s1 returned ER stress death -15.4.
`CCCOc1ccc(N2C(=O)CC(NCc3ccccc3)C2=O)cc1` (stereo unspecified) gave ER stress death -1.7.
`CC(NC(=O)c1ccc(S(=O)(=O)N2CCCCC2)cc1)C12CC3CC(CC(C3)C1)C2` (stereo unspecified) gave ER stress death 108.4*.
For Cc1ccc(SCc2cc(=O)n(-c3nc4ccccc4s3)[nH]2)cc1 the results were ER stress death 1.6.
Screening COc1cc(C=C2C(=O)NC(=S)NC2=O)ccc1OCCO returned ER stress death 10.9.
Screening COC(=O)c1c(C)oc2ccc(OCc3cc(C)ccc3C)cc12 returned ER stress death 0.1.
`Cc1ccc(S(=O)(=O)N2CCN(S(C)(=O)=O)C2c2ccccc2)cc1` (stereo unspecified) gave ER stress death 7.3.
For Cc1sc(NC(=O)Cc2ccccc2)c(C(N)=O)c1C the results were ER stress death 9.9.
Screening COc1ccc(C2C(C(=O)c3ccccc3)C(=O)CC(C)(O)C2C(=O)c2ccccc2)cc1 (stereo unspecified) returned ER stress death 58.0*.
S=C(NCCC(c1ccccc1)c1ccccc1)Nc1ccc(Cl)cc1Cl was read as ER stress death -1.0.
For O=C(Nc1ccc(Br)cn1)c1cc2ccccc2o1 the results were ER stress death 8.0.
Screening O=C(Nc1ccc(Cl)cc1Cl)C1CC(=O)N(c2ccc(F)cc2)C1 (stereo unspecified) returned ER stress death -2.1.
For Cc1cc(I)ccc1N/C=C/[N+](=O)[O-] the results were ER stress death 2.5.
Screening O=C(c1cccc(Br)c1)N1CCN(c2ccc(Cl)cc2)CC1 returned ER stress death 4.7.
O=C(Nc1ccc2oc(-c3cccc(Cl)c3Cl)nc2c1)c1ccco1 was read as ER stress death 9.5.
For O=C(O)c1cccc(NC(=O)c2ccccc2NC(=O)c2cccs2)c1 the results were ER stress death 4.2.
`Cc1cc(Cl)cc(Cl)c1OCCNCCO` gave ER stress death -19.2.
For COCCNc1ncnc2ccc(Br)cc12 the results were ER stress death 3.8.
Screening CC(C)CCn1c(COc2ccccc2)nc2ccccc21 returned ER stress death 9.2.
For O=c1oc2c(-c3cccc(Cl)c3)cc(O)cc2s1 the results were ER stress death 2.7.
Cc1nc2cc(-c3ccccc3Cl)[nH]n2c(=O)c1Cl was read as ER stress death 3.1.
For Cc1c(C)c(C)c(C=C2C(=O)c3ccccc3C2=O)c(C)c1C the results were ER stress death -2.2.
CCOC(=O)c1c(-c2ccccc2)csc1NC(=O)c1cc2ccccc2oc1=O was read as ER stress death -2.4.
For O=C(CSc1nnc(-c2ccncc2)n1-c1ccccc1)c1ccc(F)cc1 the results were ER stress death 4.3.
Screening COc1ccc(C(=O)c2ccc(OC)cc2OC)c(OC)c1 returned ER stress death 12.5.
`C=CCNC(=O)CN(c1ccc(OC)cc1)S(=O)(=O)c1ccc(OC)c(OC)c1` gave ER stress death 2.1.

Gathered by group, the compounds so far with two or more sulfur atoms.
For CC(Sc1nnc(N)s1)c1ccccc1 (stereo unspecified) the results were ER stress death 4.5.
For COc1ccc(CCN2C(=O)/C(=C/C=C/c3ccccc3)SC2=S)cc1OC the results were ER stress death 3.9.
For COc1ccc2c(c1)-c1c(ssc1=Nc1ccc(S(=O)(=O)Nc3nccs3)cc1)C(C)(C)N2 the results were ER stress death -0.2.
O=C1/C(=C/c2cccc3ccccc23)SC(=S)N1Cc1ccco1 was read as ER stress death 11.2.
Screening CCCC(C(=O)O)N1C(=O)/C(=C\c2ccc(-c3ccc([N+](=O)[O-])cc3)o2)SC1=S (stereo unspecified) returned ER stress death 5.2.
CC(C)CC(=O)NS(=O)(=O)c1ccc(NS(C)(=O)=O)cc1 was read as ER stress death 1.5.
`O=C1/C(=C\c2ccc(-c3ccccc3Cl)o2)SC(=S)N1Cc1ccccc1` gave ER stress death 3.4.
CN1CCN(Cn2c(O)c(N=NC(=O)CSc3nc4ccccc4s3)c3ccccc32)CC1 was read as ER stress death -3.7.
Screening O=C(CC1S/C(=N\N=C\c2cccs2)NC1=O)Nc1ccccc1F (stereo unspecified) returned ER stress death 1.5.
Screening COc1ccc(/C=C2/SC(=S)N(CC(=O)O)C2=O)cc1Br returned ER stress death -1.9.
For Cc1ccc(SCc2cc(=O)n(-c3nc4ccccc4s3)[nH]2)cc1 the results were ER stress death 1.6.
`Cc1ccc(S(=O)(=O)N2CCN(S(C)(=O)=O)C2c2ccccc2)cc1` (stereo unspecified) gave ER stress death 7.3.

Screens: PubChem BioAssay, Sanford-Burnham Center for Chemical Genomics
